RXFP1 antagonist: RXFP1 (human) relaxin receptor antagonism. Q9HBX9. HEK293-RXFP1, relaxin-stimulated cAMP HTRF, 30 min; hits give low values. activity change, negative = inhibition, % at 57.5 µM. hit rate 0.59% among 350,000. AID 1259400;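 active = activity change of -60% or lower, but not beyond a set lower limit; inconclusive = change between -60% and -40%, or beyond the set limit; inactive = change above -40%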; note: % is set by controls: 0 for no effect and ±100 for the full control effect
RXFP1 ag: agonists of human relaxin receptor RXFP1. Q9HBX9. HEK293T-RXFP1 cAMP TR-FRET, 30 min; response scale: percent of porcine relaxin response, buffer zero. Potency, µM (top dose mostly 57.5 µM), for the others: at the top dose activation, most hits filed as activators. hit rate 0.3% among 370,000. AID 2676; note: potency is the fitted concentration of half-maximal effect; % is set by controls: 0 for no effect and ±100 for the full control effect; nearly all actives have a fitted effect of over 60% in size; many of its hits are not listed in these tables
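HEK293 cells stably expressing RXFP1, treated 30 min at 37C with compounds plus PDE4 inhibitor Ro 20174; cAMP measured by HTRF TR-FRET. Normalized to buffer and 29 nM porcine relaxin; EC50 by Hill fit.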
Anesthetic bind: binds horse apoferritin like a general anesthetic. P02791. apoferritin/1-aminoanthracene competitive binding, fluorescence. Potency, µM (series often up to 77.5 µM), for the others: at the highest dose activity change, negative = displacement, most hits filed as inhibitors. hit rate 0.074% among 350,000; note: potency is the fitted concentration of half-maximal effect; % is set by controls: 0 for no effect and ±100 for the full control effect; nearly all actives have a fitted effect of over 20% in size
Target sequence (P02791 2-175 limits assumed): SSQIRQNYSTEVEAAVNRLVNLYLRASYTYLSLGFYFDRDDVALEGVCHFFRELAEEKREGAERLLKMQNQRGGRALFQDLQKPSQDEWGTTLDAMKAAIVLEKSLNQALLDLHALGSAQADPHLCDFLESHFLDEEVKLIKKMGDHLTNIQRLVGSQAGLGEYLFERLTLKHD
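Steps: apoferritin (10 uM) was premixed with half-saturated 1-AMA in PBS, compounds were pin-transferred, plates stood 10 min at room temperature, fluorescence was read at 380/535 nm, and curves were fitted with a Hill equation.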
D1 antagonist: human D1 dopamine receptor antagonism; activity change, negative = inhibition, % at 10 µM; HEK293 TREx D1 cells, calcium flux, dopamine EC80; hits give low values; hit rate 3.2% among 360,000; P21728; AID 504652; in the data active = activity change below about -30%; note: % is set by controls: 0 for no effect and ±100 for the full control effect
Target sequence (P21728 whole entry, looked up): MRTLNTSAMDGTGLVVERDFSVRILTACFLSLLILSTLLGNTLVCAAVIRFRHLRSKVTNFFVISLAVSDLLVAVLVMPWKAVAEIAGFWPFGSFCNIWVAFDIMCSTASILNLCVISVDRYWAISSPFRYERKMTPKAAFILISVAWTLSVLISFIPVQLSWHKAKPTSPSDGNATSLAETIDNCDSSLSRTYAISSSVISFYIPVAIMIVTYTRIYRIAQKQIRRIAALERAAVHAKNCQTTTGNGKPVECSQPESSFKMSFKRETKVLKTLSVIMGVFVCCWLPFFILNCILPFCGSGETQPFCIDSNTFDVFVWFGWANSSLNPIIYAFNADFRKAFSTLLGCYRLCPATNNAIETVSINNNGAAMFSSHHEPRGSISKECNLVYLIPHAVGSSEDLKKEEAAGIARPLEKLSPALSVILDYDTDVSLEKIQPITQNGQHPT
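Calcium flux readout: force-coupled, inducible Hek293 Trex D1 line, cells induced overnight at 30 C with tetracycline, dye-loaded 30–90 min at RT. Antagonism scored against EC80 dopamine challenge given 180 s after compound.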
D1 PAM: enhances dopamine response at the human D1 receptor. P21728. HEK293 TREx D1 cells, calcium flux, dopamine EC20 potentiation. potentiation, % at 10 µM. hit rate 0.036% among 360,000. AID 504651; in the data active = potentiation above about 30%; note: 0% is about no effect
D1 ag: activates the human D1 dopamine receptor; HEK293 T-REx D1 cells, calcium flux, agonist mode; activation, % at 2 µM; hit rate 1% among 360,000; in the data active = activation above about 30%; note: 0% is about no effect
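Inducible HEK293 T-REx D1 cells, force-coupled to calcium signalling, were plated at 4000 cells/well with tetracycline and held overnight at 30 C. After no-wash calcium dye loading, compound-evoked calcium rise over 180 s flagged agonists.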
TRHR enhancer: allosteric enhancers of human TRH receptor; AID 493056; hit rate 0.66% among 360,000; enhancement, % at 2 µM; TRHR cells, fluo-8 calcium fluorescence, EC20 TRH enhancement; P34981; in the data active = enhancement above about 30%; note: 0% is about no effect
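Enhancer read-out: after compound pinning and an initial kinetic agonist-mode read, an EC20 of TRH (10 nM final) was injected and fluo-8 calcium signal (Ex 480/Em 530) followed at 1 s/cycle for 100 cycles in TRHR-expressing cells.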
D2 potentiator: positive allosteric modulators of human D2 dopamine receptor; hit rate 0.34% among 340,000; P14416; potentiation, % at 10 µM; HEK293 T-REx D2, calcium flux, EC20 dopamine potentiation; AID 485347;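 active = potentiation over 3 SD above the plate norm, cut at about 30% in these data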; note: 0% is about no effect
Target sequence (P14416 whole entry, looked up): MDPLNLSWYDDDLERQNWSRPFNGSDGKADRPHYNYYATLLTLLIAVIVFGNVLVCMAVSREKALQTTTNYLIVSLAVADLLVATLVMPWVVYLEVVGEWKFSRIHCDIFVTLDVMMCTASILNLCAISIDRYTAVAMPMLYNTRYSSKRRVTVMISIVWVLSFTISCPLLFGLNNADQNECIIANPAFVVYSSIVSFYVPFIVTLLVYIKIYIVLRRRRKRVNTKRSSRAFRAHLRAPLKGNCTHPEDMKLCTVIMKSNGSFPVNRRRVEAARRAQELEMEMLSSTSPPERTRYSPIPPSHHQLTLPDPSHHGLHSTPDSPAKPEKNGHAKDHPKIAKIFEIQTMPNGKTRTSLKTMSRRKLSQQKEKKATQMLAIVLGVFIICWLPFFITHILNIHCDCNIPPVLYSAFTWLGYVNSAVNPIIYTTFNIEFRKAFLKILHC
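Potentiation of an EC20 dopamine calcium response measured kinetically over 180 s, after a preceding 180 s compound-only read flagging agonists. Cells: inducible Hek293 Trex D2 line, 4000/well, cultured overnight at 30 C before dye loading.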
TRHR agonist: agonists of human TRH receptor. P34981. TRHR cells, calcium flux fluo-8, FDSS agonist mode. activation, % at 2 µM. hit rate 0.18% among 360,000; in the data active = activation above about 30%; note: 0% is about no effect
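Read-out: compound-evoked intracellular calcium rise in TRHR cells, fluo-8 dye, kinetic FDSS fluorescence at 1 s/cycle following a 10-cycle baseline. Cells cultured overnight before dye loading (30 min–1.5 h, RT).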
The depositor's hits bear a star; ? = inconclusive; nt = not tested or not shown. Unless noted, calls come from the whole dose curve; as a rule, active = well fitted curve in the direction sought with a large enough effect; inconclusive = small, poorly fitted or top-dose-only effect, or another doubt; inactive = no such curve, though single readings can be large; an effect the other way counts as inactive or inconclusive. The list is partial, so the mix of outcomes need not match the whole.

SMILES	RXFP1 antagonist	RXFP1 ag	Anesthetic bind	D1 antagonist	D1 PAM	D1 ag	TRHR enhancer	D2 potentiator	TRHR agonist
COc1ccc(C(=O)NCC(=O)N/N=C/C(C)=C/c2ccccc2)cc1OC	-4.6	2.7%	-17.3%	-16.0	5.2	3.1	3.3	-0.2	0.0
Cc1cccn2c(=O)c(C(=O)NC(C)c3ccccc3)c(O)nc12 (centres undefined)	-7.2	4.9%	-10.1%	27.5	3.1	0.6	-1.2	2.6	0.3
Cc1ccc(CNC(=O)c2ccc(N3CCC4(CC3)CC(c3ccccc3)=NO4)c(NC(=O)c3cccc(C)c3)c2)cc1	nt	-0.9%	nt	-4.6	1.7	6.0	1.6	3.1	0.3
O=S(=O)(NC1CCCCC1)c1ccc(Cl)s1	9.4	-0.1%	-7.6%	-23.5	0.1	2.2	-4.1	1.7	-0.2
COc1cc(C2C(C(=O)c3sc(C)nc3C)=C(O)C(=O)N2CCN(C)C)cc(OC)c1OC (centres undefined)	10.2	2.4%	-8.5%	-9.0	-3.9	2.3	-5.0	-3.0	-0.8
Cc1nc(-c2ccccc2)sc1-c1ccnn1C	2.8	5.0%	-7.4%	-2.7	1.4	2.0	5.6	-0.4	-0.1
CC1CCC(C(C)C)C(OP(=O)(c2ccc(N(C)C)cc2)C(O)c2cccnc2)C1 (centres undefined)	nt	3.2%	0.1%	10.3	-3.3	18.6	-9.9	-1.8	0.3
CC(C)Cc1nnc(NC(=O)CCC(=O)NCc2ccccc2Cl)s1	3.4	4.1%	-5.7%	8.0	-6.7	1.2	-4.2	4.1	0.0
CCC(=O)NNC(=O)CSc1nnc(-c2ccccc2)c(-c2ccccc2)n1	-10.0	-0.9%	-22.1%	-11.5	-7.5	1.5	10.2	0.5	-0.1
O=C(Nc1ccc([N+](=O)[O-])cc1)C1(c2ccccc2)CCOCC1	-21.6	3.0%	-17.9%	-11.2	-1.6	1.0	-4.5	-2.6	0.0
CCc1ccccc1NC(=O)Cn1ccn(-c2cc(C)cc(C)c2)c(=O)c1=O	13.4	1.2%	10.1%	-1.9	-2.6	7.5	12.5	-1.2	0.3
CC(C)(C)NC(=O)C1CCN(S(=O)(=O)c2ccc(Br)cc2)CC1	-5.5	1.6%	3.5%	0.0	-9.7	2.3	5.0	5.9	-0.3
CCO[C@H]1OC(C(=O)NCc2nc3ccccc3[nH]2)=C[C@@H](C2CCCCC2)[C@@H]1CCCO	nt	-0.2%	-18.1%	-20.2	-2.3	-2.7	2.7	9.0	-0.2
Cc1ccc(-c2nn(-c3ccc(F)cc3)cc2C(=O)NCC(c2cccs2)N2CCOCC2)cc1 (centres undefined)	?	0.0%	nt	17.8	-4.9	3.7	5.6	-5.9	0.3
COc1cccc(NC(=S)N(CCCN2CCCC2)Cc2cccn2Cc2ccc(Cl)cc2)c1	-7.5	4.6%	-14.1%	-29.1	-14.4	8.7	3.2	-27.0	1.4
CC(=O)N/N=C(\C)c1cccc(NC(=O)c2cccs2)c1	5.6	0.1%	1.8%	6.9	4.7	-0.2	-5.3	9.1	-0.8
CCOc1ccc(NC(=O)CN(C)C(=O)c2ccc(N3CCCC3)c([N+](=O)[O-])c2)cc1OCC	0.6	0.9%	nt	-20.3	-15.5	0.5	5.9	7.0	-0.8
O=C(NCCc1ccc(Cl)cc1)c1cc(=O)[nH]c2ccccc12	3.0	21.6%	8.2%	1.6	-4.4	0.9	42.9*	4.6	-0.5
COc1cc(-c2nnc(SCc3ccccc3Cl)o2)cc(OC)c1OC	nt	11.2%	-2.7%	-7.3	-7.5	14.1	-3.9	6.3	1.0
O=C(CCCNC(=O)c1ccc(Cl)cc1)Nc1ccc(S(=O)(=O)Nc2ncccn2)cc1	14.9	3.9%	-4.7%	8.9	3.8	-0.3	0.4	-1.6	0.1
CCOC(=O)C1=C(CN2CCN(c3cccc(Cl)c3)CC2)NC(=O)NC1c1ccc(Cl)cc1 (centres undefined)	nt	0.3%	-0.5%	-9.9	3.5	-0.1	6.4	-10.0	0.5
COc1ccc(NC(=O)CCNS(=O)(=O)c2cccc3nonc23)cc1Cl	-14.8	2.1%	-1.7%	-5.6	nt	8.0	-5.3	-3.3	-0.6
CCc1nc2c(c(=O)c3ccccc3n2C)c(=O)n1CCc1ccc(OC)cc1	nt	1.0%	-3.4%	-5.3	15.3	9.4	-6.9	-1.9	1.1
CCN(CC)S(=O)(=O)c1cccc(N=Nc2c(O)c3ccccc3oc2=O)c1	-2.8	15.8µM*	-10.0%	19.5	0.0	0.1	5.4	-0.2	0.5
Cc1nn(CC(=O)NCCc2ccc(Cl)cc2Cl)c(C)c1[N+](=O)[O-]	2.2	0.3%	-12.6%	-8.0	-6.5	33.9*	9.5	3.8	-1.4
CCCCn1c(N)c(N(CCC(C)C)C(=O)c2ccc(N3CCCC3=O)cc2)c(=O)[nH]c1=O	-12.3	0.5%	nt	-12.7	-4.2	5.9	21.8	nt	0.2
COC(=O)C1=C(C)NC(=S)NC1c1ccc(OCC(=O)N2CCCCC2)c(OC)c1 (centres undefined)	-1.3	0.8%	-7.6%	-18.9	-3.8	0.4	-3.0	-12.3	-0.5
CCc1ccc(N2CC(C(=O)OCC(=O)Nc3ccc(C(C)=O)cc3)CC2=O)cc1 (centres undefined)	-1.5	-0.2%	nt	-27.2	nt	9.2	7.3	2.8	0.0
COc1ccc(CCNC(=O)c2c(C)oc3ncn(C)c(=O)c23)c(OC)c1	nt	0.8%	-2.2%	3.6	1.2	1.0	-10.0	-7.1	-0.6
CCCCn1c(N)c(N(CC(C)C)C(=O)CCCSc2nncs2)c(=O)[nH]c1=O	-7.0	2.1%	-10.7%	13.2	4.1	3.2	1.4	2.2	-0.3
CSc1ccc(CNC(=O)C(C)n2nc(C)c3c(C)n(-c4ccccc4)nc3c2=O)cc1 (centres undefined)	-5.6	4.3%	-20.0%	-12.1	-3.5	0.6	-3.8	-3.1	0.0
Cc1ccc(-n2nc3cc(C)c(NC(=O)COc4ccccc4)cc3n2)cc1	0.7	2.0%	-2.5%	-12.6	0.6	3.9	-5.5	2.1	1.0
Cc1cc(=O)c2cc(Br)ccc2[nH]1	-11.5	0.0%	1.1%	0.3	-8.8	2.5	-0.2	-2.3	0.3
CS(=O)(=O)Cc1cccc(C(=O)NN(c2ccccc2)c2ccccc2)c1	-5.2	-0.7%	-11.9%	10.0	-8.0	-0.2	-5.9	nt	-0.1
CCCc1c(O)nc(SCC(=O)NCCc2ccc(OC)c(OC)c2)[nH]c1=O	1.1	0.0%	-5.2%	1.2	-1.4	2.1	27.7	-3.4	-0.4
O=C(CN1C(=O)C2C3C=CC(C3)C2C1=O)NCc1ccccc1 (centres undefined)	-6.3	1.8%	-7.2%	4.0	-1.4	2.4	4.2	8.4	0.7
O=C(NC(=O)N1CCOCC1)c1ccccc1	-0.6	-0.6%	2.2%	8.1	-1.1	4.7	2.9	-2.7	1.5
CCN(CC)C(=O)C1=C(C)Nc2nnnn2C1c1cccnc1 (centres undefined)	-5.3	1.7%	-0.9%	-20.0	-0.3	0.6	4.3	10.6	0.2
Cc1nnc(NCCc2ccccc2)[nH]c1=O	11.3	3.2%	-6.1%	-0.5	7.5	4.3	-0.1	-1.7	0.3
O=C(Nc1cccc([N+](=O)[O-])c1)ONC1=NCCCCC1	-3.2	0.0%	-12.3%	-4.1	-1.4	6.2	24.3	0.0	0.9
Cc1cccc(-c2cc(C(=O)Nc3sc(C)c(C)c3C(N)=O)c3ccccc3n2)c1	nt	5.4%	-18.6%	-9.8	-2.6	4.2	3.4	nt	2.8
Cc1ccc(OC(=O)c2ccc3snnc3c2)cc1	-12.6	0.3%	?	-7.9	-9.2	6.6	-9.6	8.1	2.5
Cc1c(/C=N/NC(N)=O)c2ccccn2c1C(=O)c1ccncc1	-11.8	0.1%	-13.7%	-4.7	-8.2	0.2	-6.1	-11.0	0.1
Cc1cccc(NC(=S)NNC(=O)c2csc(C(C)C)c2)c1	0.4	0.3%	?	-0.5	-4.5	-0.4	-2.2	27.2	-0.1
CC(C)CC(NC(=O)c1ccc(Cl)cc1)C(=O)OCc1cc([N+](=O)[O-])cc2c1OCOC2 (centres undefined)	3.8	0.7%	-23.6%	16.5	-7.6	6.0	-3.9	-9.9	0.2

As a working copy, some entries already given:
SMILES	RXFP1 antagonist	RXFP1 ag	Anesthetic bind	D1 antagonist	D1 PAM	D1 ag	TRHR enhancer	D2 potentiator	TRHR agonist
Cc1nc(-c2ccccc2)sc1-c1ccnn1C	2.8	5.0%	-7.4%	-2.7	1.4	2.0	5.6	-0.4	-0.1
CC1CCC(C(C)C)C(OP(=O)(c2ccc(N(C)C)cc2)C(O)c2cccnc2)C1 (centres undefined)	nt	3.2%	0.1%	10.3	-3.3	18.6	-9.9	-1.8	0.3
CC(C)Cc1nnc(NC(=O)CCC(=O)NCc2ccccc2Cl)s1	3.4	4.1%	-5.7%	8.0	-6.7	1.2	-4.2	4.1	0.0
CCC(=O)NNC(=O)CSc1nnc(-c2ccccc2)c(-c2ccccc2)n1	-10.0	-0.9%	-22.1%	-11.5	-7.5	1.5	10.2	0.5	-0.1

Additional structures
SMILES	RXFP1 antagonist	RXFP1 ag	Anesthetic bind	D1 antagonist	D1 PAM	D1 ag	TRHR enhancer	D2 potentiator	TRHR agonist
CCOc1ccccc1NC(=O)CN1C(=O)CC(c2ccc(C)c(C)c2)=Nc2ccccc21	-2.7	-3.9%	-3.7%	17.4	-1.6	2.0	5.2	nt	0.9
Cc1nc2ccc(NS(=O)(=O)c3c(C)c(C)cc(C)c3C)cc2s1	-6.9	-1.8%	-9.9%	2.2	-0.1	11.3	3.9	1.5	0.4
CCOC(=O)c1cc(=O)c2ccc(OCC(=O)Nc3ccccc3)cc2o1	5.1	5.4%	-8.5%	-16.0	-2.8	1.0	-1.7	-1.7	-0.1
C=CCn1c(SCC(=O)Nc2cccc(OC)c2)nnc1-c1cccnc1	-22.2	0.8%	2.9%	4.8	14.7	-2.4	7.5	-2.1	-0.3
COc1ccc(C2C(=O)N(C3CCCCCC3)CC(=O)N2CCc2ccc(OC)c(OC)c2)cc1 (centres undefined)	15.4	1.3%	-9.8%	10.8	2.1	-2.2	14.1	-9.9	-1.0
NC(=O)c1oc2ccccc2c1NC(=O)CS(=O)(=O)c1ccccc1	46.4	0.5%	-13.2%	2.3	-0.3	-0.4	4.6	-0.1	0.2
O=C(Cn1c2ccccc2c(=O)c2ccccc21)N/N=C/c1ccc(N2CCCC2)c([N+](=O)[O-])c1	-10.2	0.4%	-4.1%	-7.8	1.1	3.7	-0.9	-0.8	-0.2
